RMI-FANCM inh – RMI-FANCM interaction inhibition; Fluorescence polarization, RMI core complex with F-MM2 peptide; stronger effect = lower value; FP signal (polarization) at 33 µM; actives 0.58% (n = 70,000); AID 1159607; in the data active = FP signal below about 40; note: inactives centre near 61; strong numbers were not always called active; unit not given here
The depositor's hits bear a star; & = joins results of further samples. The list is partial; the hit share may differ from the screen's.

RMI-FANCM inh | SMILES
65 | Cc1nc2sc(C)c(C)n2c(=O)c1NC(=O)Cc1cccs1
66 | CCN1C(=O)C(C)(C)COc2ccc(NS(C)(=O)=O)cc21
64 | CCOc1ccccc1NC(=O)NCC(c1ccsc1)N1CCN(C)CC1 (stereo not drawn)
62 | Cn1cnc([N+](=O)[O-])c1SCc1csc2ccccc12
56 | CCN(CC)c1ccc(C2NCC(c3ccc([N+](=O)[O-])cc3)O2)cc1 (stereo not drawn)
74 | CCC(C(=O)Nc1ccc(-c2cn3nc(OC)ccc3n2)cc1)c1ccccc1 (stereo not drawn)
62 | CCc1ccc(S(=O)(=O)c2cn(Cc3cccc(Cl)c3)c3ccc(OC)cc3c2=O)cc1
64 | COc1cc(NC(=O)CSc2nc3c(c(=O)[nH]2)CN(Cc2ccccc2)CC3)cc(OC)c1
58 | N#C/C(=N/OCc1ccc([N+](=O)[O-])cc1)c1c(Cl)cccc1Cl
52 | COc1ccc(NC(=O)C2(c3cccs3)CCOCC2)c([N+](=O)[O-])c1
70 | COc1cccc(-c2nnc3ccc(OCCNC(=O)Nc4cc(C)ccc4OC)nn23)c1
60 | Cc1ccc(S(=O)(=O)N=C(Sc2ccccc2C(=O)O)c2ccccc2)cc1
59 | Cc1ccc2c(c1)N(C)C(=O)c1cc(NC(=O)c3ccc(OC(C)C)cc3)ccc1O2
51 | O=C(CCS(=O)(=O)Cc1ccccc1)Nc1nnc(-c2ccccc2Cl)o1
62 | Cc1cc(NC(=O)CSc2nnc(CNC(=O)COc3ccc(Cl)cc3)o2)no1
50 | CCOC(=O)C(=CNNC(=O)CCc1ccc(O)cc1)C(=O)OCC
72 | O=C(Cn1ccn2nc(-c3ccc(Cl)cc3)cc2c1=O)Nc1cc(C(F)(F)F)ccc1Cl
65 | CC1SC(=N)N(c2ncc(Cc3cccc(Cl)c3)s2)C1=O (stereo not drawn)
53 | Cc1c(Cl)ccc2sc(N3CCN(c4ccccc4)CC3)nc12
65 | CCOc1ccc(NC(=O)Cn2cnc3c(cnn3C3CCS(=O)(=O)C3)c2=O)cc1 (stereo not drawn)

Fetched by compound from the entries so far, six records:
RMI-FANCM inh | SMILES
65 | CC1SC(=N)N(c2ncc(Cc3cccc(Cl)c3)s2)C1=O (stereo not drawn)
51 | O=C(CCS(=O)(=O)Cc1ccccc1)Nc1nnc(-c2ccccc2Cl)o1
70 | COc1cccc(-c2nnc3ccc(OCCNC(=O)Nc4cc(C)ccc4OC)nn23)c1
59 | Cc1ccc2c(c1)N(C)C(=O)c1cc(NC(=O)c3ccc(OC(C)C)cc3)ccc1O2
53 | Cc1c(Cl)ccc2sc(N3CCN(c4ccccc4)CC3)nc12
62 | Cc1cc(NC(=O)CSc2nnc(CNC(=O)COc3ccc(Cl)cc3)o2)no1

(continued)
RMI-FANCM inh | SMILES
64 | COc1ccc2nc(N=Nc3c(C)[nH]n(-c4ccccc4)c3=O)sc2c1
52 | Oc1ccc(Cn2cc[nH]c2=S)cc1
52 | CC(CCc1nc2ccccc2s1)OC(=O)c1cc([N+](=O)[O-])cc([N+](=O)[O-])c1 (stereo not drawn)
53 | Cc1cccc(NC(=O)/C=C/c2ccc(-c3ccccc3)o2)c1
63 | O=C(CCS(=O)(=O)c1ccc(Cl)cc1)Nc1nnc(-c2ccc(Br)cc2)o1
56&55 | Cc1cc2cc3c(C)cc(=O)oc3c(C)c2o1
71 | O=C(NCc1ccc(F)cc1)C(=O)N1CCN(C(c2ccccc2)c2ccccc2)CC1
58 | O=[N+]([O-])c1ccc(S(=O)(=O)Nc2cccc(-c3ccc(N4CCOCC4)nn3)c2)cc1
56 | c1csc(-c2nn[nH]n2)c1
65 | COc1ccc(NC(=O)C(=O)NCC(c2ccsc2)N2CCc3ccccc3C2)cc1OC (stereo not drawn)
63 | Cc1ccc(Cn2cc(C(=O)NNC(=O)Nc3cccc(C)c3)ccc2=O)cc1
74 | O=C(c1cccs1)N1CCc2ccc(NS(=O)(=O)c3ccc4ccccc4c3)cc2C1
68 | O=C(NCC(c1ccsc1)N1CCCC1)Nc1ccccc1 (stereo not drawn)
68 | CCn1c(SCC(=O)NCCc2ccc(OC)c(OC)c2)nc2sc3c(c2c1=O)CCC3
85 | CC(=O)N1CCc2c(sc(NC(=O)COc3ccc(Cl)cc3Cl)c2C#N)C1
51 | C#CCn1c(=O)c2c(ncn2C)n(C)c1=O
59 | O=C1c2ccccc2C(=O)N1CC1CN(CC(O)C(F)(F)F)CCO1 (stereo not drawn)
63 | O=S(=O)(O)c1cc(Br)ccc1I
55 | O=C(O)c1nccnc1C(=O)N1CCN(CCO)CC1
55 | CC(=O)N1N=C(c2cccc(NS(C)(=O)=O)c2)CC1c1ccc(Cl)o1 (stereo not drawn)
57 | COc1ccc(CC2SC(=Nc3ccc(F)cc3)NC2=O)cc1 (stereo not drawn)
61 | N[C@@H](COP(=O)(O)O)C(=O)O
53 | O=c1c(N2CCN(S(=O)(=O)c3ccc(F)cc3)CC2)coc2ccccc12
55 | CC1C(c2ccccc2)OCCN1C(=S)Nc1ccc(S(=O)(=O)N2CCCCC2)cc1 (stereo not drawn)
66 | COc1cccc(C2CC(c3ccc(C)cc3)=NN2C(=O)C(F)(F)F)c1OC (stereo not drawn)
62 | Cc1cc2nnc(SCc3ccc4c(c3)OCO4)n2c2ccccc12
60 | O=C(c1ccccc1Cl)N(Cc1ccccn1)c1nc2c(F)cccc2s1
64 | CN(C)C1CCCCC1NS(=O)(=O)c1ccc(Cl)cc1 (stereo not drawn)
61 | O=C(CN1C(=O)c2ccccc2C1=O)Nc1nnc(C2COc3ccccc3O2)o1 (stereo not drawn)
64 | O=C1CCc2cc(NS(=O)(=O)Cc3ccc(Cl)cc3)ccc2N1
66 | Cc1ccc(S(=O)(=O)NNC(=O)c2ccc(-n3c(C)ccc3C)cc2)cc1
62 | Cc1cccc(NC(=O)CSc2ncc(S(=O)(=O)c3cccc(C(F)(F)F)c3)c(=O)[nH]2)c1C
66 | O=C(NCCn1ncc2c(N3CCN(Cc4ccccc4)CC3)ncnc21)c1ccc2c(c1)OCO2
69 | COc1ccc(-c2nnc3ccc(OCCNC(=O)CC(C)(C)C)nn23)cc1OC
67 | Nc1c(S(=O)(=O)c2cccs2)c2nc3ccccc3nc2n1/N=C\c1ccncc1
58&52 | Cc1cc(=O)[nH]c(N/N=C/c2cccc3ccccc23)n1
66 | O=C(c1ccccc1)N1CCc2ccc(NS(=O)(=O)c3ccc(F)cc3F)cc2C1
56 | O=C(Nc1ccc(Cl)c2ncsc12)c1cc2ccccc2oc1=O
62 | C=CCn1c(=S)[nH]c2cc(C(=O)NCCSCc3ccccc3)ccc2c1=O
76 | O=S(=O)(Nc1ccc2c(c1)CN(S(=O)(=O)c1ccccc1)CC2)c1cccc(F)c1
86 | CCOC(=O)c1ccc(NC(=O)C(Br)C(Br)c2ccccc2)cc1 (stereo not drawn)
70 | O=C(Nc1nnc(-c2cc(Cl)sc2Cl)o1)c1ccc2ncsc2c1
76 | CCOC(=O)c1c(-c2ccc(C)cc2)csc1NC(=O)CCSc1nnc2scc(-c3ccc(Cl)cc3)n12
58 | N#C/C(=C\Nc1ccc(Cl)cc1)S(=O)(=O)c1ccccn1
69 | Cc1ccc(-c2nc(SCC(=O)N3CCCC3)c3c(=O)n(C)c(=O)n(C)c3n2)cc1
76 | CCc1ccc(S(=O)(=O)NCCCn2nc(-c3ccc(Cl)cc3)ccc2=O)s1
62 | O=C(O)CCN1C(=O)C2C3C=CC(C3)C2C1=O (stereo not drawn)
56 | CC(C)CC(NCc1ccccc1O)C(=O)O (stereo not drawn)
51 | COC(=O)c1c(OC)cc2c(c1C)Oc1c(Cl)c(OC(C)=O)c(Cl)c(C)c1C(=O)O2
52 | COC(=O)c1ccc(NC(=O)C(=O)Nc2ccc3c(c2)N(C(=O)C2CC2)CCC3)cc1

Additional records:
RMI-FANCM inh | SMILES
63 | O=C(CC1SC(=Nc2cccc(F)c2)NC1=O)Nc1cc(Cl)ccc1Cl (stereo not drawn)
63 | COc1ccc(-c2ccc(N3CCC(C(=O)Nc4ncccc4C)CC3)nn2)cc1
65 | Cc1csc(NC(=O)/C=C/c2ccncc2)n1
54 | Cc1c(CC(C)(C)C(=O)O)n(Cc2ccc(Cl)cc2)c2ccc(F)cc12
62 | CCCCCOc1cccc(C(=O)N=c2sc3cc(F)ccc3n2CCOCC)c1
60 | COc1ccc(NC(=O)Cc2csc(Nc3ccc(F)cc3)n2)cc1OC
54 | Cc1ccc(C(=O)C2CCN(c3ccc([N+](=O)[O-])cn3)CC2)cc1
57 | CC(C)(C)C(=O)NNC(=O)C(C)(C)C
59 | O=C(Nc1nccs1)c1cc(-c2ccncc2)nc2ccccc12
55 | CCOC(=O)c1c(Nc2ccccc2F)sc(C(=O)c2ccc(Cl)cc2)c1N
53&56&55 | CN1C(C)(C)CCCC1(C)C
54 | O=[N+]([O-])c1ccc(S(=O)(=O)N2CCN(c3ncnc4c3nnn4Cc3ccccc3)CC2)cc1
73 | C#CCn1c(=NC(=O)c2ccnn2C)sc2cc(OC)ccc21
56 | COc1ccc(C)cc1S(=O)(=O)NCC(c1ccsc1)N1CCN(C)CC1 (stereo not drawn)
67 | NC(=O)CSc1nc2scc(-c3ccccc3Cl)c2c(=O)n1-c1ccccc1
66 | COC(=O)c1sccc1NC(=O)CN1CCCN(Cc2ccc(OC)cc2)S1(=O)=O
68 | Cc1cc(F)ccc1S(=O)(=O)Nc1ccc2c(c1)N(C(=O)C(C)(C)C)CC2
55 | Cc1ccnc(NS(=O)(=O)c2ccc(NC(=O)CCN3C(=O)c4ccccc4S3(=O)=O)cc2)n1
54 | O=C(NCCCn1ccnc1)c1ccccc1NS(=O)(=O)c1ccc(Cl)cc1
55 | CSc1cc(-c2cccs2)[nH]c(=O)c1C#N

Molecules above containing a cyano group (four):
RMI-FANCM inh | SMILES
58 | N#C/C(=N/OCc1ccc([N+](=O)[O-])cc1)c1c(Cl)cccc1Cl
85 | CC(=O)N1CCc2c(sc(NC(=O)COc3ccc(Cl)cc3Cl)c2C#N)C1
58 | N#C/C(=C\Nc1ccc(Cl)cc1)S(=O)(=O)c1ccccn1
55 | CSc1cc(-c2cccs2)[nH]c(=O)c1C#N

The list goes on.
RMI-FANCM inh | SMILES
72 | Cc1cc(NC(=O)c2cccc(Cl)c2)n(C(C)C)n1
55 | Cc1cc(C)c(S(=O)(=O)N2CCCCC2CCNC(=O)C(=O)NCCc2ccco2)c(C)c1 (stereo not drawn)
59 | O=C(Nc1ccccc1)OCCSCc1ccc2nc(C(F)(F)F)ccc2c1
75 | Cc1cc(F)ccc1S(=O)(=O)Nc1ccc2c(c1)CN(C(=O)c1cccs1)CC2
67 | CS(=O)(=O)N1CCC(C(=O)Nc2ccc3c(c2)OCO3)CC1
59 | COc1ccc(N2CCN(C(CNC(=O)C(=O)NCCc3c[nH]c4ccccc34)c3ccco3)CC2)cc1 (stereo not drawn)
56 | CSc1nnc(C)c(=O)n1COC(=O)c1ccc(C(F)(F)F)cc1
72 | O=S(=O)(CCc1ccccc1)N1CCN(c2ccc(-c3ccco3)nn2)CC1
58 | CCOC(=O)Cn1c(-c2c(Cl)cccc2Cl)noc1=O
69 | Cc1cc(NC(=O)c2cc(C)n(C)n2)n(C(C)C)n1
47 | CC(C)CC1C(=O)N2CCC[C@H]2C2(O)O[C@](NC(=O)C3C=C4c5cccc6[nH]c(Br)c(c56)C[C@H]4N(C)C3)(C(C)C)C(=O)N12 (stereo partly drawn)
66 | Cn1nc2c(c1NC(=O)CCCS(=O)(=O)c1ccc(F)cc1)CCC2
57 | O=C(Nc1ccc(S(=O)(=O)Nc2nccs2)cc1)C1CCCN1S(=O)(=O)c1ccc(Cl)cc1 (stereo not drawn)
59 | NNC(=O)CSCc1nc(-c2ccccc2)cs1
58&65 | CC(=O)c1cccc(NC(=O)CCc2c(C)nn(-c3nc(C)cc(=O)[nH]3)c2C)c1
64 | COc1ccc(S(=O)(=O)N2CCCC2C(=O)N=c2sc3cc(F)ccc3n2C)cc1 (stereo not drawn)
53 | O=C(Nc1csc2ccccc12)NC1CC1
84 | CN(C)c1ccc(CCNC(=O)C(=O)NCc2cccs2)cc1
64 | CCOC(=O)Cn1c(=NC(=O)c2ccc(C(C)=O)cc2)sc2c(C)cc(C)cc21
70 | CCOc1ccccc1C(=O)Nc1cc(-c2cn3nc(OC)ccc3n2)ccc1OC
54 | CS(=O)(=O)c1ccccc1-c1nnc(NC(=O)Cc2cccc3ccccc23)o1
55 | CC(C)(C)c1ccc(N2C(=O)CC(c3ccccc3)C2=O)cc1 (stereo not drawn)
53 | Cc1sc(NC(=O)c2ccc([N+](=O)[O-])o2)c(-c2nc3ccccc3s2)c1C
63 | CCOc1cc(/C=N\Nc2nc(C)nc3sc4c(c23)CCCC4)ccc1O
60 | Cc1ccc(NC(=O)C2CCN(c3ccc(-c4cccs4)nn3)CC2)cc1F
62 | COc1ccc(-c2nsc(SCC(=O)N3CCOCC3)n2)cc1
53 | CC(=O)Nc1ccc(S(=O)(=O)Oc2c(Cl)cc(C)cc2Cl)cc1
52 | Cc1ccc(S(=O)(=O)N(Cc2ccc([N+](=O)[O-])cc2)C(=O)N2CCN(C)CC2)cc1
59 | COc1ccc(-c2cc(C3CC3)nc(SCC(=O)c3cccs3)c2C#N)cc1
53 | CCOC(=O)Nc1ccc(F)cc1F
68 | CCn1c(=NC(=O)c2ccccc2NS(=O)(=O)c2ccc(C)cc2)sc2cccc(Cl)c21
62 | COc1ccccc1N1CCN(CCNC(=O)c2c(F)cccc2F)CC1
133 | Cc1cc(C)cc(-n2c(SCC#N)nc3cc(C(=O)NC4CCCC4)ccc3c2=O)c1
56 | O=C(Cc1ccc(F)cc1)Nc1nc2cc3c(cc2s1)OCCO3
55&49 | COc1cccc(OC)c1C(=O)NNC(=O)c1c(OC)cccc1OC
48 | COc1ccc(CC/C(C)=C2/C(=O)Nc3ccccc32)cc1
56 | O=C(NCc1ccco1)C(=O)Nc1cccc(N2CCCC2=O)c1
45 | CC(=O)/C=C(\C)NCCN/C(C)=C/C(C)=O

Compound activity from PubChem BioAssay.
